# RT RNaseH block = inhibitors of HIV-1 reverse transcriptase RNase H | P04585 | RT-RNase H RNA/DNA duplex cleavage, fluorescence | inhibition, % at 10 µM | 65,000 tested, 1.9% active; in the data active means inhibition above about 50%
# RmlCD inh mix = RmlC/RmlD inhibition, mixture screen; 110,000 tested, 0.39% active; inhibition, % at 5.5 µM; RmlC/RmlD coupled enzyme inhibition, 384-well mixture HTS; in the data active means inhibition above about 30%, passing the limit was not always enough; inconclusive means no clear call, values can overlap the other calls; further: strong numbers were not always called active
# * marks the source's active call; other numbers are inactive results; ? = inconclusive; . = not tested or not shown. A portion of the library; the hit share may differ from the screen's.
nr	molecule	RmlCD inh mix	RT RNaseH block
1	CCOc1ccc(C2C(=O)N(C3CCCCC3)CC(=O)N2CC2CCCO2)cc1OC (centres undefined)	.	3.9
2	CCN1CCN(Cc2cc(Br)cc(Br)c2O)CC1	-0.4	.
3	Cc1cc2oc3c(c(=O)c2cc1C)C(c1ccc(C(C)C)cc1)N(CCCN1CCOCC1)C3=O (centres undefined)	.	-14.8
4	Cc1ccc(C(C)n2cc(C(=O)NCCN3CCN(C)CC3)nn2)cc1 (centres undefined)	5.9	-2.5
5	COC(=O)c1c(-c2ccc(C)cc2)csc1N	6.0	1.3
6	CSc1ccccc1-c1nnc(-c2ccc(Cl)c(Cl)c2)o1	-10.8	.
7	CCCNC(=O)CS(=O)Cc1nc(-c2cccc(OC)c2)oc1C (centres undefined)	-19.8	-12.0
8	COc1cc(-n2c(C)nc3cc(C(=O)N4CCOCC4)ccc32)cc(OC)c1OC	-8.7	-7.0
9	C=CCSc1nc2c(c(=O)[nH]c(=O)n2C)n1CC	3.3	69.2*
10	CNS(=O)(=O)c1cccc2nsnc12	.	-6.5
11	Cc1c(NC(=O)c2ccc3c(c2)OCO3)cccc1-c1nc2ccccc2o1	-2.2	3.5
12	CC(=O)Nc1cc(C(F)(F)F)ccc1Oc1cccc(Br)c1	10.4	.
13	O=C(Cc1ccccc1)N/N=C/c1ccc(OCC(=O)Nc2ccccc2)cc1	4.5	.
14	CC1CCc2cc(F)ccc2N1C(=O)c1ccc2c(c1)OCO2 (centres undefined)	-12.6	-4.4
15	Cc1nc(NS(=O)(=O)c2cccs2)c2c3c(sc2n1)CCC3	-2.2	0.9
16	CC(C)(C)n1nnnc1CN(Cc1ccc(F)cc1)Cc1ccco1	2.4	.
17	CCC(CC)C(=O)Nc1cc(=O)n(C)c(=O)n1C	2.3	-5.9
18	COc1ccc(OC)c(NC(=O)C2CC(C)=C(C)CC2C(=O)O)c1 (centres undefined)	-11.2	-6.3
19	CCCCOC(=O)C(C)c1c(C)[nH]c(=S)[nH]c1=O (centres undefined)	-12.0	-0.1
20	Nc1nnc(SCc2ccccc2Cl)s1	-3.3	-55.5
21	CCn1cc(C(=O)NCc2cccc(F)c2)c(=O)c2cc(F)c(N3CCN(C(=O)c4ccco4)CC3)cc21	5.9	.
22	NC(=O)C1(N2CCCCC2)CCN(C(=O)c2ccc(C#CC3(O)CCCCC3)cc2)CC1	-0.3	.
23	Cc1ccc(CSc2nnnn2C)cc1	3.2	4.4
24	CCC(C)(C)NC(=O)C(c1ccco1)N(C(=O)Cn1nnc2ccccc21)c1ccc2c(c1)OCO2 (centres undefined)	-9.9	8.5
25	COc1ccc(NC(=O)NCCN2CCc3ccccc3C2)cc1	-4.3	-6.2
26	COC(=O)C1=C(C)N(C)C(=O)NC1c1cc(Cl)cc(Cl)c1OC (centres undefined)	-12.6	-12.8
27	COC(=O)C1=C(CN2CCc3ccccc32)NC(=O)NC1c1cc(C)ccc1C (centres undefined)	.	1.7
28	CC(NC(=O)c1cccs1)C(c1cccs1)N1CCN(Cc2ccccc2)CC1 (centres undefined)	-15.3	1.5
29	C=CCn1c(SCC(=O)NCc2ccco2)nc2sc3c(c2c1=O)CCCCC3	.	16.2
30	COc1ccc(N2CCN(C(=O)CCc3ccc(S(=O)(=O)NCC(C)C)cc3)CC2)cc1	-13.9	.

# Single records, from the list above. Order of values: RmlCD inh mix	RT RNaseH block
# Entry for COc1ccc(N2CCN(C(=O)CCc3ccc(S(=O)(=O)NCC(C)C)cc3)CC2)cc1 : -13.9	.
# Entry for C=CCn1c(SCC(=O)NCc2ccco2)nc2sc3c(c2c1=O)CCCCC3 : .	16.2
# Entry for Nc1nnc(SCc2ccccc2Cl)s1 : -3.3	-55.5

# Taken from above.
# CSc1ccccc1-c1nnc(-c2ccc(Cl)c(Cl)c2)o1 | RmlCD inh mix: -10.8
# CCN1CCN(Cc2cc(Br)cc(Br)c2O)CC1 | RmlCD inh mix: -0.4
# CCC(CC)C(=O)Nc1cc(=O)n(C)c(=O)n1C | RmlCD inh mix: 2.3
# COC(=O)C1=C(CN2CCc3ccccc32)NC(=O)NC1c1cc(C)ccc1C (centres undefined) | RT RNaseH block: 1.7

# The list continues.
nr	molecule	RmlCD inh mix	RT RNaseH block
31	Cc1ccc(NC(=O)CCSc2nnc3ccccn23)cc1	-18.4	.
32	COc1ccc(-c2oc3ccc(N4CCOCC4)cc3c2C#CC2(O)CCCCC2)cc1	-461.3	.
33	COc1ccccc1Nc1ncnc2c1cnn2-c1cccc(C)c1	-19.2	-10.9
34	Cc1ccc(NC(=O)c2cc3c(s2)CCC3)cc1S(=O)(=O)N1CCOCC1	-2.2	.
35	O=C1C(Cl)=C(NCCCN2CCOCC2)C(=O)N1CCc1ccccc1	.	0.8
36	CCN(CC)c1ccc(/C=N/n2c(C)cc(C)cc2=O)cc1	18.1	4.7
37	Cc1ccc(S(=O)(=O)Nc2ccc(N3CCOCC3)cc2)cc1	1.2	.
38	c1cncc(CSc2nnc(-c3cccnc3)n2Cc2ccco2)c1	9.4	0.5
39	c1ccc(-c2cnnc(SCc3cn4cccnc4n3)n2)cc1	18.2	-25.0
40	CC1(c2nnc(Cc3ccccc3)o2)CC(c2cccnc2)=NO1 (centres undefined)	-11.4	.
41	O=C(CCCCCn1c(=S)[nH]c2ccccc2c1=O)N1CCC2(CC1)OCCO2	0.2	-4.9
42	CO/N=C/c1ccc(Sc2ccccc2N)c([N+](=O)[O-])c1	-7.4	.
43	CCCCOC(=O)N1CCOCCOCCN(C(=O)OCCCC)CCOCCOCC1	-13.9	2.9
44	COC(=O)C1=C(N)Oc2cc(C)[nH]c(=O)c2C1c1ccncc1 (centres undefined)	4.3	-2.8
45	CCOC(=O)c1ccccc1NC(=O)CC(C)CC(=O)O (centres undefined)	6.3	-26.5
46	O=C(OCC#CCSc1nnc(-c2ccc(Br)cc2)o1)c1ccco1	-8.7	-41.0
47	CCS(=O)(=O)Nc1c(C(=O)O)[nH]c2ccccc12	-0.5	3.6
48	Oc1ccc(C(=S)N2CCCCCC2)cc1	63.8	.
49	Cc1ccc(S(=O)(=O)Cn2nnnc2C(c2ccc(F)cc2)N2CCCCC2)cc1 (centres undefined)	9.3	11.6
50	CCc1ccc2nc(NC(=O)c3ccc4c(=O)[nH]c(CN5CCOCC5)nc4c3)sc2c1	-45.1	-0.6
51	COc1ccc(-c2nc(CCNC(=O)c3ccco3)cs2)cc1OC	-0.7	-13.9
52	Cc1ccc(CNCc2cccnc2)cc1	-2.6	.
53	O=[n+]1c2c(n([O-])c3cc(Cl)ccc31)CCCC2	-19.1	.
54	CC(C)c1ccc(-c2nc(N3CCOCC3)[nH]c(=O)c2C#N)cc1	-12.1	-5.0
55	Cc1cccc(NC(=O)CN2NS(=O)(=O)c3ccccc3C2=O)c1	-11.0	.
56	CCCN1C(=O)/C(=C/c2ccc(C)s2)NC1=S	3.2	.
57	CN(C)Cc1c(O)c(Cl)cc2c3c(c(=O)oc12)CCCC3	139.5*	.
58	CC(C)N(Cc1nc(-c2ccccc2)no1)C(=O)COc1ccccc1	-15.3	-7.7
59	Clc1ccc(OCCN2CCCCC2)c(Cl)c1	-5.7	.
60	COc1ccc(N(CC(=O)N2CCCCC2)S(=O)(=O)c2ccccc2)c(OC)c1	7.2	-25.7
61	Cn1cccc1Cc1nnc(SCC(=O)Nc2ccc3c(c2)OCO3)n1-c1ccc(F)cc1	-8.6	-30.0
62	CC12CN3CC(C)(CN(C1)C3c1ccc(Br)cc1O)C2 (centres undefined)	2.9	-2.1
63	O=P(COCCOCP(=O)(c1ccccc1)c1ccccc1)(c1ccccc1)c1ccccc1	7.7	.
64	O=C(O)C1C2C=CC(C2)C1C(=O)Nc1nccs1 (centres undefined)	2.5	.
65	Cc1cc(C)nc(SCCC(=O)N2CCOCC2)n1	-3.8	3.1
66	CCCCCOc1ccc(N2C(=O)CC(N(O)c3ccccc3)C2=O)cc1 (centres undefined)	6.0	12.8
67	CCOC(=O)c1cnc(Nc2nc3ccccc3o2)nc1CSc1nnc(C)s1	2.4	-39.0
68	CN1C(C(=O)NCC2CC2)CC2Cn3c(nc4cc(Cl)c(Cl)cc43)C21 (centres undefined)	5.9	.
69	CCOC(=O)C(C)Oc1cccc2c(=O)n(CC(=O)N3CCN(C(=O)OCC)CC3)ccc12 (centres undefined)	-15.0	-7.2
70	CCOc1ccccc1C(=O)NC1CC2CCCC(C1)N2Cc1ccccc1 (centres undefined)	-11.6	.
71	COc1ccc2[nH]cc(C3=CCNCC3)c2c1	-10.8	.
72	Cc1nc(-c2cccc(NC(=O)c3cc4cc(Br)ccc4oc3=O)c2)cs1	6.3	.
73	CCS(=O)(=O)N1CCCC(C(=O)NCCc2ccccc2)C1 (centres undefined)	1.7	.
74	COc1ccc(S(=O)(=O)N2CCOC2CNC(=O)C(=O)NCCCn2ccnc2)cc1OC (centres undefined)	-8.4	.
75	COc1ccc(N2CCN(c3ccc(NC(=O)C4CCCCC4)cc3C#N)CC2)cc1	-4.1	42.3
76	COc1ccc(S(=O)(=O)Nc2ccccc2C(=O)NC(C)C)cc1OC	-8.9	-3.2
77	Cc1sc(=NC(=O)c2ccco2)n(C)c1-c1ccc(F)cc1	-120.9	.
78	Cn1c(C(=O)OC(C(=O)NC2CCCC2)c2cccnc2)cc2sccc21 (centres undefined)	-17.0	-4.4
79	CCN(C(=O)c1cc2cc(OC)ccc2oc1=O)c1ccccc1	-4.8	-11.5
80	O=C(O)CSc1nc2ccccc2o1	16.2	7.4
81	O=C(Cn1nnc(-c2ccccc2Cl)n1)NCc1ccc2c(c1)OCO2	-150.7	.
82	Cc1cc(=O)n2nc(N3CCC(C(=O)N4CCN(C)CC4)CC3)sc2n1	8.2	-11.9
83	COc1ccc(N(CC(=O)NCc2ccccc2OC)S(=O)(=O)c2c(C)nn(C)c2C)cc1	8.8	16.1
84	Brc1ccc(CN2CCNCC2)s1	-13.7	.
85	CNC(=O)c1c(NC(NC(=O)c2ccco2)C(=O)c2ccc(Cl)cc2)sc2c1CCCC2 (centres undefined)	-9.2	.
86	CONC(=O)C1CCN(C(=O)OCc2ccccc2)CC1	-2.9	.
87	Cc1cc(C)n(-c2nc3nonc3nc2-n2nc(C)cc2C)n1	8.4	-0.6
88	O=C1c2ccccc2-c2ncnc3cccc1c23	.	-28.6
89	COc1ccc(S(=O)(=O)NCCSCc2cccs2)cc1	-12.1	-51.0
90	COc1ccc(C2=C(C=Nc3c(C)n(C)n(-c4ccccc4)c3=O)C(c3ccccc3C)c3ccccc3O2)cc1OC (centres undefined)	-12.8	.

# Results in sequence from the entries so far:
# Nos. 76–82 in RT RNaseH block read -3.2, ., -4.4, -11.5, 7.4, ., -11.9
# Nos. 76–82 in RmlCD inh mix read -8.9, -120.9, -17.0, -4.8, 16.2, -150.7, 8.2

# Remaining list, next part
nr	molecule	RmlCD inh mix	RT RNaseH block
91	OCC[C@@H]1C[C@@H](O)[C@H](O)[C@@]2(CCCCO2)O1	-28.9	.
92	COC(=O)c1sc2ccccc2c1-n1cccc1C(=O)C(=O)Nc1ccc(Cl)cc1	10.5	.
93	OC1CCCN(Cc2ccc3ccc4cccc5ccc2c3c45)C1 (centres undefined)	5.6	.
94	CCC(C)NS(=O)(=O)c1ccc(OCC(=O)NCc2ccc3c(c2)OCO3)cc1 (centres undefined)	-2.3	-3.8
95	COc1ccc(C(=O)NCc2cn3cccc(C)c3n2)cc1OC	9.9	-12.2
96	O=C(c1ccc2nc(N3CCCCC3)sc2c1)N1CCN(Cc2ccc3c(c2)OCO3)CC1	-8.4	-5.5
97	Cc1ccc(-n2c(SCC(=O)NC3CCCCC3)nc3c(c2=O)SCC3)cc1	-4.7	1.4
98	O=C(c1ccccc1)c1cc[n+]([O-])cc1	7.7	.
99	O=C(O)CC(Cn1cnnn1)c1ccccc1 (centres undefined)	0.9	-5.4
100	C=CCN(C(=O)Cn1c(C(=O)OC)cc2oc(C)cc21)c1ccccc1	9.7	6.1
101	O=C(CSc1ncnc2c1oc1ccccc12)NCc1ccco1	-3.6	-8.3
102	Cc1ncc([N+](=O)[O-])n1CCO	2.8	-15.2
103	S=C(Nc1ccc(Cl)cc1)c1nc2ccccc2s1	?	.
104	Cc1ccnc(SCC(=O)n2c3c(c4ccccc42)CC(C)CC3)n1 (centres undefined)	1.1	.
105	CCOc1cc(C(=O)NC)cc(OCC)c1OCC	6.2	-6.2
106	CC(=O)c1cccc(S(=O)(=O)N2CCC(n3nnc4cc(F)ccc43)CC2)c1	-10.4	-4.3
107	CC1CCc2cc(F)ccc2N1C(=O)c1cnc2sccn2c1=O (centres undefined)	-8.2	.
108	Cc1ccc2[nH]c(=O)c(CN(CCc3ccccc3)C(c3nnnn3Cc3ccco3)C(C)C)cc2c1 (centres undefined)	.	20.1
109	CCOC(=O)N1CCN(C2CC(=O)N(c3ccc(F)cc3)C2=O)CC1 (centres undefined)	-3.0	4.5
110	Cc1cc(-c2ccc(F)cc2)nc2cc(C(N)=O)nn12	-6.2	9.9
111	CC(=O)Nc1ccc(S(=O)(=O)N[C@@H](C)C(=O)Nc2ccc(N3CCOCC3)cc2)cc1	3.0	.
112	C=CCc1cc(/C=N/n2cnnc2)cc(OCC)c1O	-6.3	-0.7
113	Cc1noc(/C=C/N(C)C)c1S(=O)(=O)N1CCCC(C(=O)NC(C)c2ccccc2)C1 (centres undefined)	-7.8	-3.9
114	CC(=O)Oc1ccc(-c2cccc(C(=O)NCC(=O)O)c2)cc1	-14.5	.
115	O=C(O)CC(C(=O)O)c1cn(Cc2ccccc2)c2ccccc12 (centres undefined)	9.6	-0.4
116	Oc1c(Cl)c(Cl)c(Cl)c(Cl)c1Cl	8.6	.
117	O=C(CN1C(=O)C2CC=CCC2C1=O)NCc1ccc2c(c1)OCO2 (centres undefined)	-5.5	.
118	Cc1ccc(-c2ccc(=O)n(CC(=O)N3CCN(c4cccc(C)c4)C(C)C3)n2)cc1 (centres undefined)	-1.8	-22.6

# In another format: 3 of the compounds above
# Under each structure: RmlCD inh mix, RT RNaseH block
116. Oc1c(Cl)c(Cl)c(Cl)c(Cl)c1Cl
  8.6, .
96. O=C(c1ccc2nc(N3CCCCC3)sc2c1)N1CCN(Cc2ccc3c(c2)OCO3)CC1
  -8.4, -5.5
115. O=C(O)CC(C(=O)O)c1cn(Cc2ccccc2)c2ccccc12 (centres undefined)
  9.6, -0.4
